S100A4 inh HTS: blocks human S100A4 binding to myosin IIA peptide; P26447; S100A4/TAMRA-MyoIIA peptide fluorescence polarization; inhibition, % at 10.7 µM; 360,000 tested, 0.14% active; AID 652163;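 active means mean inhibition of at least 70% across replicates, with every replicate also reaching that level; inconclusive means mean inhibition reaches 70% but some replicates fall short; inactive means mean inhibition below 70%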
Target sequence (P26447 whole entry, looked up): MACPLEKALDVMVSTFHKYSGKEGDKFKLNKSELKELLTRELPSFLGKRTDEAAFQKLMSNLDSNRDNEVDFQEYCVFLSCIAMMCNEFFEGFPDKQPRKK
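Material: S100A4 monomer protein | Medium: HEPES pH 7.2 with CaCl2, KCl, NaCl, DTT, Triton | Reagent: Labelled myosin peptide probe, 5 nM | Doses: One dose per compound | Times: 5 min incubation before reading | Benchmarks: Neutral control DMSO, positive control TFP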
PGC1a acetyl inh: lowers PGC1a acetylation signal in U2OS cells; AlphaScreen anti-acetyl-lysine; with virally co-expressed GCN5 acetyltransferase; inhibition, % at 15.6 µM; 350,000 tested, 0.17% active; AID 651687;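 active means every replicate shows inhibition of at least 40%; inconclusive means mean inhibition at least 40% but some replicate below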;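 further: 0% = neutral control wells and 100% = positive control wells; some results beyond the cut were filed as inactive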
LGR2 antag: inhibitors of bursicon-induced Drosophila LGR2 receptor cAMP signaling | HEK293 LGR2, CRE-luciferase, bursicon-stimulated, 4 h | inhibition, % at 9.99 µM | 380,000 tested, 0.35% active;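 active means drop in luminescence signal, shown as inhibition above about 50% in the replicate tests, limit read from the data, passing the limit was not always enough; inconclusive means probably only some replicates passing the limit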;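 further: agonist challenge used bursicon conditioned medium at about half maximal strength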
ERAP1 HTS inh: inhibitors of human ERAP1 aminopeptidase; recombinant ERAP1, Leu-AMC fluorescence, 60 min; inhibition, % at 10.7 µM; 340,000 tested, 0.15% active; AID 652197;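 active means mean replicate inhibition of at least 30%, or all replicates individually reaching that 30% level; inactive means mean below 30% and not every replicate reaching it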;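 further: 0% = neutral control wells and 100% = L-leucinethiol positive control wells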
Target sequence (Q9NZ08 whole entry, looked up): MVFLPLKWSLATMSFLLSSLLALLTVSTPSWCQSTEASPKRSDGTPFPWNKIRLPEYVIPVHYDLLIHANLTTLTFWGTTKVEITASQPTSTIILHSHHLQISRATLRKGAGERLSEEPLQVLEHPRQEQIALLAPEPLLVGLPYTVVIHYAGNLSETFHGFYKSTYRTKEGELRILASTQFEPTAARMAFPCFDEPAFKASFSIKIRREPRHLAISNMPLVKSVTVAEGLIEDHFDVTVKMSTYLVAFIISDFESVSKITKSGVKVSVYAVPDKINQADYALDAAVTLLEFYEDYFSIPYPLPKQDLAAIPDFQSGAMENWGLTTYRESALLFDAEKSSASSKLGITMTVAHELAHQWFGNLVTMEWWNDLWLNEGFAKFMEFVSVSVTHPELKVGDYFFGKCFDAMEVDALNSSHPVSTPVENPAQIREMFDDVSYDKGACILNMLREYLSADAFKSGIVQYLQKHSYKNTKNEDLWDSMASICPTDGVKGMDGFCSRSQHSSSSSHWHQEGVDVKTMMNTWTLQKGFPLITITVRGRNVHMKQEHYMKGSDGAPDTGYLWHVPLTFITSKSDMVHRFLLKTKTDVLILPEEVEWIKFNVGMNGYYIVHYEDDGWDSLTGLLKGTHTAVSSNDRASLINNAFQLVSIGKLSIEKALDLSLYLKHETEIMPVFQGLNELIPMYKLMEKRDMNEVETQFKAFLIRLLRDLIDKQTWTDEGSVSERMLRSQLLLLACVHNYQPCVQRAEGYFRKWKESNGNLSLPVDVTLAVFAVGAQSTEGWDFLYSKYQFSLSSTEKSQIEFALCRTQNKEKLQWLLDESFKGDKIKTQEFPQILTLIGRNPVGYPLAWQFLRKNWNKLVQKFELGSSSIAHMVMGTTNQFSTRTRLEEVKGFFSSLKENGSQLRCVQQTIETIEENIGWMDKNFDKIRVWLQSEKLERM
EWS-Fli inh: EWS/Fli transcriptional activity inhibition; 350,000 tested, 0.67% active; A673 NR0B1-luciferase reporter, viability-normalised; inhibition, % at 12.6 µM; AID 651661;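 active means mean inhibition of at least 50% after viability correction, with every replicate also passing that limit; inconclusive means mean reaches 50% but only one of two replicates passes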;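 further: firefly luciferase signal divided by Alamar Blue viability fluorescence both relative to DMSO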
PAX8 inh HTS: PAX8 transcriptional activity inhibition; 360,000 tested, 1.2% active; inhibition, % at 12.6 µM; AID 652154; RMG-I TPO-luciferase reporter, SteadyGlo, 24 h;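 active means mean replicate inhibition at least 60% with every replicate also reaching 60%; inconclusive means only one of the two criteria is met; inactive means mean below 60% and not all replicates reaching 60%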;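 further: luciferase light reporting Pax8 driven TPO promoter activity; plate controls were median of neutral control wells for no effect and mitoxantrone controls for full effect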
FN deposition inh: fibronectin deposition inhibition. AH1F fibroblasts, Alexa488-fibronectin deposition fluorescence, overnight. inhibition, % at 12.6 µM. 350,000 tested, 0.086% active;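 active means mean inhibition across replicates of 30% or more, regardless of how many single replicates reach that level; inconclusive means mean under 30% yet at least half of replicates reach 30%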;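 further: positive control wells lacked labelled fibronectin entirely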
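material = AH1F fibroblast monolayer depositing Alexa488-labelled fibronectin into matrix | amount = 10000 AH1F cells/well | buffer or medium = DMEM plus 2% serum, read in PBS | incubation = 1 h cell adhesion before compound, then overnight fibronectin incubation | detection = fluorescence at 485 nm excitation, 525 nm emission | evaluation = percent inhibition as loss of matrix-bound fibronectin fluorescence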
PglD inh: blocks C. jejuni PglD acetyltransferase activity | AID 602405 | inhibition, % at 12.5 µM | purified PglD enzyme, DTNB colorimetric CoA detection | 360,000 tested, 0.098% active; in the data active means inhibition above about 16%, passing the limit was not always enough; inconclusive means no clear call, values can overlap the other calls; further: strong numbers were not always called active
* marks the source's active call; other numbers are inactive results; ? = inconclusive; / = not tested or not shown; & = joins results of further samples.

#	molecule	S100A4 inh HTS	PGC1a acetyl inh	LGR2 antag	ERAP1 HTS inh
1	CCOC(=O)CCCCCC(=O)Nc1ccc2c(c1)CC(=O)N([C@@H](C)CO)C[C@H](C)[C@@H](CN(C)C(=O)Nc1ccc3c(c1)OCO3)O2	7	-9	-3	-6
2	S=C(NCCCc1ccccc1)Nc1ccccc1	-5	5	-12	0
3	C[C@@H]1CN([C@H](C)CO)C(=O)Cc2cc(NS(C)(=O)=O)ccc2O[C@H]1CN(C)C	-24	1	-2	-1
4	Cc1cc(C(=O)Nc2ccc3c(c2)C(=O)N(C)[C@H]2CC[C@@H](CC(=O)NC4CCCC4)O[C@H]2CO3)no1	2	-10	10	-2
5	Cc1cc(NC(=O)c2cccs2)ccc1NC(=O)Cc1ccccc1	0	/	3	-1
6	COc1ccc(Cl)cc1C(=O)NNC(=S)NC(=O)/C=C/c1ccco1	-11	/	37	0
7	COCc1nnc(NC(=O)c2ccccc2[N+](=O)[O-])s1	/	5	8	/
8	C[C@@H]1CN([C@H](C)CO)S(=O)(=O)c2ccc(C#C[C@@H](C)O)cc2O[C@@H]1CN(C)C	5	7	14	1
9	CN1CCN(C(=O)c2cccc(NS(=O)(=O)c3ccc(Br)cc3)c2)CC1	-6	/	-10	-1
10	Cc1cccc(N(CC(=O)N2CCN(c3ccc(F)cc3)CC2)S(C)(=O)=O)c1C	11	-6	-8	7
11	CCc1noc(C)c1C(=O)Nc1ccc(C(F)(F)F)cc1	9	-2	-12	4
12	Cc1ccc(C(=O)NNC(=O)c2ccccc2-n2cccc2)cc1	-2	-9	-7	0

#	EWS-Fli inh	PAX8 inh HTS	FN deposition inh	PglD inh
1	-10	-4	-1	1
2	-15	1	-1	0
3	-7	-6	-13	2
4	-12	2	-5	0
5	-4	14	4	/
6	21	19	2	/
7	/	-2	0	/
8	3	1	-11	-3
9	-1	0	-4	-1
10	9	-10	0	1
11	/	0	/	-1
12	3	12	8	/

Another view of part of the listing above.
Order of results – S100A4 inh HTS	PGC1a acetyl inh	LGR2 antag	ERAP1 HTS inh	EWS-Fli inh	PAX8 inh HTS	FN deposition inh	PglD inh
(1) CCOC(=O)CCCCCC(=O)Nc1ccc2c(c1)CC(=O)N([C@@H](C)CO)C[C@H](C)[C@@H](CN(C)C(=O)Nc1ccc3c(c1)OCO3)O2
→ 7	-9	-3	-6	-10	-4	-1	1
(2) S=C(NCCCc1ccccc1)Nc1ccccc1
→ -5	5	-12	0	-15	1	-1	0
(3) C[C@@H]1CN([C@H](C)CO)C(=O)Cc2cc(NS(C)(=O)=O)ccc2O[C@H]1CN(C)C
→ -24	1	-2	-1	-7	-6	-13	2

Next section:
#	molecule	S100A4 inh HTS	PGC1a acetyl inh	LGR2 antag	ERAP1 HTS inh
13	Cc1onc(-c2c(F)cccc2Cl)c1C(=O)Nc1nnc(-c2ccccc2)s1	/	-6	/	/
14	CC(C)NC(=O)Nc1ccc2c(c1)CC(=O)N([C@@H](C)CO)C[C@@H](C)[C@H](CN(C)C)O2	-4	1	-14	2
15	Cc1ccc(OCCC(=O)NNC(=O)c2cc(C)oc2C)cc1	0	-11	6	-2
16	O=C(Nc1nccs1)c1ccc(Br)s1	-10	-13	-28	-7
17	O=C(c1ccc(CSc2ccc(Cl)cc2)o1)N1CCOCC1	0	/	15	0
18	COc1ccc(C(=O)/C=C/Nc2ccc([N+](=O)[O-])cc2C)c(OC)c1	-8	0	/	3
19	CCOC(=O)N1CCN(C(=S)NC(=O)C2CCCC2)CC1	-1	-2	8	1
20	Cc1nc(Nc2ccc(F)cc2)nc(Nc2ccc(F)cc2)c1[N+](=O)[O-]	0	6	-9	/
21	CCN1c2ccccc2-c2nc3ccccc3n2C1c1cccs1 (stereo unspecified)	-2	/	9	-19
22	CCn1nnc2cc(C(=O)O)ccc21	-20	10	5	/
23	CCN(CC)CC(O)Cn1c(-c2ccccc2Cl)nc2ccccc21 (stereo unspecified)	-9	5	-2	0
24	C[C@H](CO)N1C[C@H](C)[C@H](CN(C)C(=O)Nc2cccc3ccccc23)Oc2ccc(NS(C)(=O)=O)cc2C1=O	11	6	0	-3

#	EWS-Fli inh	PAX8 inh HTS	FN deposition inh	PglD inh
13	/	29	6	3
14	/	-9	6	-1
15	-10	11	2	6
16	-90	-151	13	-1
17	-24	-7	-1	/
18	-36	/	/	-2
19	5	-7	-5	-3
20	12	15	1	/
21	11	10	0	/
22	-2	13	-2	2
23	4	-3	-15	-4
24	/	-11	/	-6

The results go on.
#	molecule	S100A4 inh HTS	PGC1a acetyl inh	LGR2 antag	ERAP1 HTS inh
25	COc1ccc(COCC23N=C4SCc5ccccc5C(=O)N4[C@H](c4ccccc4O2)[C@H]3CO[Si](C)(C)C(C)(C)C)cc1	19	-36	/	4
26	CN(Cc1ccccc1)C(=O)COC(=O)c1cc(-c2ccc(Cl)s2)nc2ccccc12	/	2	/	/
27	Cc1cc2nc(-c3cccc(Cl)c3)c(CC3CCCCC3)n2c(C)c1Br	-3	/	5	/
28	CCc1nc2ccc(C(=O)N3CCN(c4ccc(Cl)cc4)CC3)cc2nc1CC	-1	15	2	3
29	Cc1cc(N/C=C(\C#N)S(=O)(=O)c2ccccc2Cl)nc(C)n1	-5	/	6	-4
30	CC(=O)N(C)C[C@H]1Oc2cc(C#CCN(C)C)ccc2S(=O)(=O)N([C@@H](C)CO)C[C@H]1C	4	-13	13	-2
31	COC(=O)c1cccc(NC(=S)Nc2ccccc2Cl)c1	2	0	10	/
32	COc1ccc2c3c([nH]c2c1)[C@H](CO)N(C(=O)CN1CCOCC1)CC31CN(C(C)=O)C1	0	9	4	-3
33	CC(=O)C[C@@H]1OC[C@H](Cc2ccccc2)N1S(=O)(=O)c1ccc(C)cc1	-2	/	-13	-1
34	Cc1c(Cl)cccc1NC(CC(=O)c1ccccc1)C(=O)OCC(=O)c1cccs1 (stereo unspecified)	/	0	-17	/
35	O=C(NC1CCCC1)C(C1CC1)n1c(C2CC2)nc2ccccc21 (stereo unspecified)	2	/	10	0
36	CCCc1c(-c2ccc(F)cc2)ncn1CCc1ccccc1OC	-6	/	15	2

#	EWS-Fli inh	PAX8 inh HTS	FN deposition inh	PglD inh
25	10	12	/	3
26	/	10	-1	3
27	8	22	-10	/
28	10	9	6	1
29	5	-7	0	/
30	-9	/	-5	-3
31	5	9	3	4
32	-8	/	/	/
33	-8	-1	2	/
34	/	18	-16	3
35	-4	-15	0	/
36	28	-16	-27	/

Carrying on.
#	molecule	S100A4 inh HTS	PGC1a acetyl inh	LGR2 antag	ERAP1 HTS inh
37	NC(=O)NC(=O)COC(=O)/C=C/c1cccs1	6	0	-5	-1
38	C#CCNC(=O)C1=C[C@H](c2csc3ccccc23)[C@@H](CCCO)[C@H](OCC)O1	-5&3	-4&-3	1	1&-1
39	COc1ccc(C#Cc2ccc([C@@H]3[C@H]4CN(S(=O)(=O)c5ccccc5)CCCCN4[C@H]3CO)cc2)cc1	11	-3	-9	2
40	CNC[C@@H]1Oc2cc(C#CC(C)(C)O)ccc2S(=O)(=O)N([C@@H](C)CO)C[C@@H]1C	-33	-5	14	4
41	CO[C@@H]1CN(C)C(=O)c2cc(NS(C)(=O)=O)ccc2OC[C@H](C)N(CC2CCOCC2)C[C@@H]1C	2	13	6	2
42	COCC(=O)N1[C@@H](C#N)[C@@H](c2ccccc2-c2ccccc2F)[C@@H]1CO	14	8	2	0
43	O=C(CCC(=O)N1CCN(c2ccc(C(F)(F)F)cn2)CC1)c1cccs1	6	-13	13	-2
44	COCC(=O)N(C)C[C@H]1Oc2cc(Br)ccc2S(=O)(=O)N([C@H](C)CO)C[C@@H]1C	2	7	17	-1
45	COc1ccc(CN(C)Cc2cc(=O)n3ccsc3n2)c(OC)c1OC	1	/	18	0
46	CN1C(=O)c2cc(NS(C)(=O)=O)ccc2OC[C@@H]2O[C@@H](CC(=O)NCc3ccccc3)CC[C@@H]21	-1	2	5	-1
47	O=C(Nc1cc(F)ccc1F)N[C@@H]1CC[C@H](CC(=O)N2CCc3ccccc3C2)O[C@H]1CO	8	5	-16	-2
48	CCN(CC(=O)NCc1ccc(Cl)cc1)C(=O)C(C)Sc1ccccc1 (stereo unspecified)	-3	-8	-8	-1

#	EWS-Fli inh	PAX8 inh HTS	FN deposition inh	PglD inh
37	-1	-9	5	-5
38	7&-3	-12&-2	9	-1
39	-1	4	/	1
40	-5	/	/	2
41	-4	-11	5	-1
42	-8	/	-5	/
43	-4	2	0	1
44	-7	/	-5	0
45	-1	0	/	-1
46	6	1	8	-31
47	0	7	5	3
48	2	/	-4	-1

Three of the compounds above, bar-delimited.
no. | structure | S100A4 inh HTS | PGC1a acetyl inh | LGR2 antag | ERAP1 HTS inh | EWS-Fli inh | PAX8 inh HTS | FN deposition inh | PglD inh
40 | CNC[C@@H]1Oc2cc(C#CC(C)(C)O)ccc2S(=O)(=O)N([C@@H](C)CO)C[C@@H]1C | -33 | -5 | 14 | 4 | -5 | / | / | 2
41 | CO[C@@H]1CN(C)C(=O)c2cc(NS(C)(=O)=O)ccc2OC[C@H](C)N(CC2CCOCC2)C[C@@H]1C | 2 | 13 | 6 | 2 | -4 | -11 | 5 | -1
42 | COCC(=O)N1[C@@H](C#N)[C@@H](c2ccccc2-c2ccccc2F)[C@@H]1CO | 14 | 8 | 2 | 0 | -8 | / | -5 | /

(cont.)
#	molecule	S100A4 inh HTS	PGC1a acetyl inh	LGR2 antag	ERAP1 HTS inh
49	O=C(c1cc(Cl)ccc1OCc1ccccc1)N1CCOCC1	-4	/	0	1
50	C[C@@H]1CN([C@H](C)CO)C(=O)c2cc(NC(=O)Nc3ccc(F)cc3)ccc2O[C@@H](C)CCCCO[C@@H]1CN(C)C(=O)NC1CCCCC1	0	?	11	-1
51	CS(=O)(=O)Nc1ccc2c(c1)[C@@H]1C[C@@H](CC(=O)NCc3ccccc3F)O[C@H](CO)[C@@H]1O2	0	-9	15	2
52	COc1ccc(CNC(=O)CN(C(=O)c2snc(C(N)=O)c2N)c2ccc(OC)c(OC)c2)cc1	-9	/	-6	2
53	O=S(=O)(Nc1nc2ccccc2nc1-[n+]1cccc(N=C([O-])c2ccc(Cl)cc2)c1)c1ccccc1	-7	/	30	-4
54	O=C(NCC[C@@H]1CC[C@H](NS(=O)(=O)c2cccc(F)c2)[C@@H](CO)O1)C1CC1	-46	-4	13	4
55	CNC(=O)COC(=O)c1cc(-c2ccccc2)nn1-c1ccccc1	-4	-10	6	-2
56	O=C(c1ccc(Cl)cc1)N(Cc1ccco1)C1CCS(=O)(=O)C1 (stereo unspecified)	13	/	1	5
57	COc1ccccc1C(=O)NCc1nnc(SCC(=O)Nc2nccs2)n1C	3	-1	11	2
58	CC(C)NC(=O)N(C)C[C@@H]1OCCCC[C@@H](C)Oc2ccc(NS(=O)(=O)c3ccc(Cl)cc3)cc2C(=O)N([C@H](C)CO)C[C@@H]1C	-1	-1	-3	-1

#	EWS-Fli inh	PAX8 inh HTS	FN deposition inh	PglD inh
49	-24	/	2	3
50	-22	55	19	4
51	-6	/	-2	1
52	8	11	2	10
53	19	13	1	/
54	0	-4	1	1
55	5	-2	3	2
56	-2	-41	10	1
57	12	24	2	-2
58	6	-7	4	3

Screening results deposited in PubChem by Broad Institute.
